RNase H inhibition = RNase H inhibition, HIV 1 Gag Pol polyprotein, FRET biochemical assay, screening (AID 372); HIV-1 RT RNase H, FRET RNA/DNA substrate fluorescence; higher % means a stronger effect; inhibition, % at 10 µM; hits with a dose series show IC50 in µM; hit rate 0.77% among 100,000; in the data active means inhibition above about 50%
* marks the source's active call; other numbers are inactive results. This is a subset; the hit share may differ from the screen's.

SMILES	RNase H inhibition
COc1cc(/C=C2/SC(=S)N(CCC(=O)N3CCN(C)CC3)C2=O)cc(OC)c1OC	11%
Cc1ccc(-n2nc3ccc(NC(=O)c4ccccc4F)cc3n2)cc1	14%
CCN(CC)c1ccc(/C=C2\C(=O)c3ccccc3C(=O)\C2=C(/O)c2ccccc2)cc1	14%
CC(=O)c1cccc(Nc2ncnc3ccc(C)cc23)c1	3%
Cc1ccc(NC(=O)CN2C(=O)S/C(=C\c3ccc(F)cc3)C2=O)cc1C	20%
CC(C)(C)c1csc(NC(=O)c2cccnc2)n1	0%
O=C1/C(=C/c2ccc(O)c([N+](=O)[O-])c2)SC(=S)N1Cc1ccccc1	23%
CC(=O)c1cc2ccc([N+](=O)[O-])cc2oc1=O	8%
COc1ccc(OC)c(NCC(O)Cn2c3ccc(Cl)cc3c3cc(Cl)ccc32)c1 (stereo not drawn)	23%
Cc1ccc(C)c(NS(=O)(=O)c2ccc(F)cc2)c1	0%
COc1cc(C=O)ccc1OCCCOc1ccccc1F	38%
Cc1cccc(C)c1Nc1ncnc2ccc(Br)cc12	11%
Cc1ccccc1NC(=O)c1ccc2ccccc2n1	14%
O=C(Nc1ccc([N+](=O)[O-])cc1)c1ccc([N+](=O)[O-])cc1Cl	9%
O=C(O)C1C2C=CC(O2)C1C(=O)N1CCN(C(c2ccccc2)c2ccccc2)CC1 (stereo not drawn)	22%
COc1cc2oc(=O)cc(C)c2cc1C=O	7%
CCCC1CC(c2csc(C)n2)CCO1 (stereo not drawn)	9%
Cc1ccc(N(CC(=O)O)C2SC(=O)N(c3cccc(C)c3)C2=O)cc1 (stereo not drawn)	0%
C=CCON/C(CCC)=C1/C(=O)CC(C)(C)CC1=NC	11%
O=C(/C=C/c1cccc([N+](=O)[O-])c1)Nc1ccc(-c2nc3ccccc3s2)c(O)c1	45%
Cc1cccc(NC(=O)C(C)Oc2ccc(Cl)cc2Cl)n1 (stereo not drawn)	16%
Nc1ccc(Br)cc1C(O)c1ccccc1Cl (stereo not drawn)	4%
COc1ccc(C(=O)Oc2ccc3c(C)cc(=O)oc3c2)cc1OC	8%
CC(C)=N/N=C1/NC(=O)C(CC(=O)Nc2cc(C)ccc2C)S1 (stereo not drawn)	3%
COc1ccc2c(c1)CC/C(=C\Nc1ccccc1I)C2=O	16%
N#C/C(=C\Nc1ccc(Br)cc1)c1nc(-c2ccc(Cl)cc2Cl)cs1	3%
COc1cc(/C=N/c2sc3c(c2C#N)CCN(Cc2ccccc2)C3)cc(Br)c1O	9%
Cc1ccc(/C=C/C(=O)c2c(C)cc(C)[nH]c2=O)cc1	9%
O=C(C1=C(O)C(=O)N(c2nncs2)C1c1ccccc1F)c1cccs1 (stereo not drawn)	0%
COc1nccnc1NS(=O)(=O)c1ccc(NC(=O)c2ccc(C(C)(C)C)cc2)cc1	4%
Cc1ccc(-c2n[nH]c(=S)c3ccccc23)cc1C	0%
CCOC(=O)c1c(NC(=O)CN(CC)CC)sc2c1CCC/C2=N\O	7%
C=CCc1ccc(OCCOc2cccc(/C=C3\SC(=S)NC3=O)c2)c(OC)c1	42%
CC(C)C(Nc1nc2ncn(Cc3ccccc3)c2c(=O)[nH]1)C(=O)O (stereo not drawn)	3%
CC1(C)CC(=O)C2=C(C1)NC1=C(C(=O)CC(C)(C)C1)C2c1ccc(Br)cc1	8%
Clc1ccccc1-c1nnc(-c2ccccc2Br)o1	27%
C=CCc1cccc(/C=N/N=C2/NC(=O)CS2)c1O	10%
NC(=O)C1CCN(C2CC(=O)N(Cc3ccc(Cl)cc3)C2=O)CC1 (stereo not drawn)	15%
O=[N+]([O-])c1cc(/C=N/N2CCN(c3ccccc3)CC2)ccc1Cl	12%
Cc1cccc(NC(=O)/C(=C\c2cccs2)NC(=O)c2cccs2)c1	2%
Cc1ccc(-c2nc3ccc(Br)cc3c(=O)o2)cc1[N+](=O)[O-]	5%
COc1ccc(O)c(/C=N/NC(=O)C(Oc2ccccc2)Oc2ccccc2)c1	18%
CC(=O)c1cccc(NC(=O)CSC2=NCCS2)c1	0%
COc1ccc(N=CC2=C(O)CC(c3ccccc3)CC2=O)cc1OC (stereo not drawn)	0%
CCOc1ccc(S(=O)(=O)n2ccnc2C(C)C)c2ccccc12	0%
COc1ccc(C2CC(=O)C(C=NCCN3CCNCC3)=C(O)C2)cc1OC (stereo not drawn)	0%
Cc1cn(S(=O)(=O)c2ccc(Cl)cc2)cn1	15%
Cc1cc2c(N=NC(=O)c3ccccc3)c(O)[nH]c2cc1Br	3%
COc1cc(NC(=O)c2ccc(Cl)cc2)c(Cl)cc1NC(=O)c1cccs1	16%
Cc1ccccc1COc1cccc(/C=c2\sc3nc4ccccc4n3c2=O)c1	11%
Continued:
SMILES	RNase H inhibition
O=C1CC(c2ccc(Cl)cc2)CC(O)=C1C=NCCN1CCNCC1 (stereo not drawn)	19%
CCOc1cc(/C=N/Nc2nnc(C)c(=O)[nH]2)ccc1O	14%
O=C1C/C(=C/Nc2ccccc2)C(=O)N1	21%
Cc1ccc(NC(=S)NC(=O)c2ccco2)c(C)c1	4%
CCOc1ccc(C2C(C(=O)OC(C)C)C(=O)CC(C)(O)C2C(=O)OC(C)C)cc1 (stereo not drawn)	8%
CC(C)=C1C2C=CC1C(C(=O)Nc1cccc(C)c1C)C2C(=O)O (stereo not drawn)	0%
COc1ccc(/C=C/C(=O)Nc2ccccc2O)cc1	0%
O=S(=O)(Nc1c(F)c(F)c(F)c(F)c1F)c1ccccc1	0%
O=C1N=c2ccccc2=C1c1sc(=S)n(Cc2ccco2)c1O	16%
CC1(C)CC(=O)C2=C(C1)OC1=C(C(=O)CC(C)(C)C1)C2c1ccc(-c2ccc3c(c2)COC3=O)o1	15%
COc1cc([N+](=O)[O-])ccc1NC(=O)C(c1ccccc1)c1ccccc1	42%
Cc1ccc(S(=O)(=O)N2CCSC2c2ccc(Br)cc2)cc1[N+](=O)[O-] (stereo not drawn)	20%
CCN(CC)c1ccc(C=Nc2cccc(C#N)c2)c(O)c1	0%
CCOc1ccc(NC(=O)C(=O)NCc2ccc(Cl)cc2)cc1	7%
O=C(N/N=C/c1ccc([N+](=O)[O-])o1)C1COc2ccccc2O1 (stereo not drawn)	18%
CCOC(=O)C1=NN(C(=O)c2ccncc2)C(O)(C(C)(C)C)C1 (stereo not drawn)	15%
COc1ccccc1CNC(=O)C(=O)Nc1ccccc1C	8%
COCCOC(=O)C1=C(C)NC2=C(C(=O)CCC2)C1c1ccc(O)cc1 (stereo not drawn)	8%
O=c1nc(/C=C/c2ccc(-c3cc(Cl)cc(Cl)c3)o2)cc(C(F)(F)F)[nH]1	36%
CC(=O)/C(N=Nc1c[nH]c(=O)[nH]c1=O)=C(\C)O	0%
CC1(C)CC(=O)C2=C(C1)Nc1ccccc1N(C(=O)C(F)(F)F)C2c1ccco1 (stereo not drawn)	9%
O=C(CSc1nc2ccccc2n1Cc1ccccc1)N/N=C/c1cccc(Cl)c1Cl	11%
CC(C)(C)c1ccc(O)c(N=Cc2cc(Cl)cc([N+](=O)[O-])c2O)c1	9%
COc1ccc(N(Cc2ccc(C(=O)NCc3ccccc3)cc2)S(=O)(=O)c2ccccc2)cc1	7%
COc1ccc(C2CC(=O)C3=C(C2)NC(C)=C(C(=O)OCC(C)C)C3c2ccccc2OC)cc1 (stereo not drawn)	10%
CC1CCN(S(=O)(=O)c2ccc(Cl)cc2)CC1	0%
CCOC(=O)C1=C(C)NC(C)=C(C(=O)OCC)C1c1ccc(Cl)cc1	0%
Cc1ccc(N=Cc2ccccc2C)c(O)c1	15%
O=c1c([N+](=O)[O-])c(/C=C/c2ccccc2)nc2nc[nH]n12	5%
O=C(CSc1ncc(-c2ccccc2)[nH]1)Nc1ccccc1	6%
COc1ccc(OCCCOc2c(C)cc(C)cc2Br)cc1	20%
COc1cc(C2C(C(=O)OCCc3ccccc3)=C(C)NC3=C2C(=O)CC(C)(C)C3)cc(OC)c1OC (stereo not drawn)	2%
CC(=O)OCC12COC(c3ccc4c(c3)OCO4)C(C(C)=CC1C)C2C (stereo not drawn)	8%
CCOCCOC(=O)C1=C(C)NC(=O)CC1c1ccccc1F (stereo not drawn)	5%
O=S1(=O)CCC(NC(=S)SCCOc2ccccc2OCCO)C1 (stereo not drawn)	19%
Cc1ccc(-c2ccc(/C=C3\SC(=S)NC3=O)o2)c([N+](=O)[O-])c1	21%
O=C1NC(=S)N(c2ccccc2)C(=O)/C1=C/c1ccc(-c2cccc(Cl)c2Cl)o1	17%
O=C(O)CCCCCN1C(=O)C(O)=C(C(=O)/C=C/c2ccccc2)C1c1ccccc1[N+](=O)[O-] (stereo not drawn)	12%
c1ccc(Oc2ccc(-c3nc4ccccc4nc3-c3ccc(Oc4ccccc4)cc3)cc2)cc1	12%
O=C(O)CSc1nnc(C2COc3ccccc3O2)n1-c1ccccc1 (stereo not drawn)	6%

16 successive compounds already listed:
SMILES	RNase H inhibition
COc1ccc(C2CC(=O)C3=C(C2)NC(C)=C(C(=O)OCC(C)C)C3c2ccccc2OC)cc1 (stereo not drawn)	10%
CC1CCN(S(=O)(=O)c2ccc(Cl)cc2)CC1	0%
CCOC(=O)C1=C(C)NC(C)=C(C(=O)OCC)C1c1ccc(Cl)cc1	0%
Cc1ccc(N=Cc2ccccc2C)c(O)c1	15%
O=c1c([N+](=O)[O-])c(/C=C/c2ccccc2)nc2nc[nH]n12	5%
O=C(CSc1ncc(-c2ccccc2)[nH]1)Nc1ccccc1	6%
COc1ccc(OCCCOc2c(C)cc(C)cc2Br)cc1	20%
COc1cc(C2C(C(=O)OCCc3ccccc3)=C(C)NC3=C2C(=O)CC(C)(C)C3)cc(OC)c1OC (stereo not drawn)	2%
CC(=O)OCC12COC(c3ccc4c(c3)OCO4)C(C(C)=CC1C)C2C (stereo not drawn)	8%
CCOCCOC(=O)C1=C(C)NC(=O)CC1c1ccccc1F (stereo not drawn)	5%
O=S1(=O)CCC(NC(=S)SCCOc2ccccc2OCCO)C1 (stereo not drawn)	19%
Cc1ccc(-c2ccc(/C=C3\SC(=S)NC3=O)o2)c([N+](=O)[O-])c1	21%
O=C1NC(=S)N(c2ccccc2)C(=O)/C1=C/c1ccc(-c2cccc(Cl)c2Cl)o1	17%
O=C(O)CCCCCN1C(=O)C(O)=C(C(=O)/C=C/c2ccccc2)C1c1ccccc1[N+](=O)[O-] (stereo not drawn)	12%
c1ccc(Oc2ccc(-c3nc4ccccc4nc3-c3ccc(Oc4ccccc4)cc3)cc2)cc1	12%
O=C(O)CSc1nnc(C2COc3ccccc3O2)n1-c1ccccc1 (stereo not drawn)	6%

Further entries:
SMILES	RNase H inhibition
COc1ccc(C2C(C#N)=C(N)OC3=C2C(=O)CCC3)cc1Cn1nc(C)c([N+](=O)[O-])c1C (stereo not drawn)	9%
COc1cc(/C=C2/SC(=S)N(CC(=O)O)C2=O)ccc1OC(=O)c1cccc(C)c1	17%
CCOC(=O)C1CCN(Cc2cc(C(C)(C)C)cc(C(C)(C)C)c2O)CC1	5%
O=C(Cc1c(O)c2ccccc2[nH]c1=O)N1CCOCC1	0%
CC1COC2(CCC(C(C)(C)C)CC2)O1 (stereo not drawn)	5%
N#Cc1c(-c2ccc(F)cc2)c(C#N)c2nc3ccccc3n2c1N	13%
Cc1ccnc(NC(=O)CSc2nnc3c4ccccc4n(CCc4ccccc4)c3n2)c1	19%
CCN(CC)c1ccc(/C=N/NC(=O)Cn2nnc(-c3ccccc3)n2)c(O)c1	38%
O=[N+]([O-])c1ccc(CSc2ncn[nH]2)cc1	0%
CC(=O)C1=C(O)C(=O)N(CC2CCCO2)C1c1ccc(C)cc1 (stereo not drawn)	2%
CCN(CC)C(=O)c1c(NC(=O)c2ccccc2)sc2c1CCCC2	18%
O=C(Oc1cccc(/C=N/Nc2nc(N3CCCCC3)nc(N3CCCCC3)n2)c1)c1ccco1	4%
CN(C)c1ccc(/C=C2/C(=O)NC(=O)N(c3ccccc3)C2=O)cc1Br	14%
CCOc1cc(/C=C2/SC(=S)N(C)C2=O)ccc1OCCOc1ccccc1C	8%
C=C(C)c1cccc(C(C)(C)NC(=O)NCCc2ccc(F)cc2)c1	4%
CCN(CC)c1ccc(/C=C2/SC(=S)N(CCCCCC(=O)OC)C2=O)cc1	30%
CCOc1cc(/C=N/NC(=O)COc2ccc(Cl)cc2Br)cc([N+](=O)[O-])c1O	21%
C/C(=N\NC(=O)c1cc(Br)ccc1O)c1cccnc1	6%
COc1ccc(CC(=O)Nc2ccc(NC(=O)c3ccc(C(C)(C)C)cc3)cc2)cc1OC	19%
c1ccc(Oc2nc(-c3ccncc3)nc3ccccc23)cc1	15%
O=C(Nc1ccccc1)/C(=C\c1ccccc1)NC(=O)c1ccccc1Cl	1%
COC(=O)c1ccc(C(=O)Nc2cc(Cl)ccc2Cl)cc1NC(=O)c1ccc(C(C)(C)C)cc1	0%
Cn1c(N/N=C\c2cccs2)cc(=O)n(C)c1=O	15%
CCCCCCN1C(=O)C(O)=C(C(C)=O)C1c1ccc(OC)c(OC)c1 (stereo not drawn)	6%
CCOC(=O)C(Cc1ccccc1)C(=O)NCCNC(=O)C(Cc1ccccc1)C(=O)OCC (stereo not drawn)	7%
O=C(N/N=C/c1cccc2ccccc12)c1cccc(F)c1	4%
COc1cccc(OCCOCCOc2ccc(Cl)cc2)c1	35%
COc1ccc(N=C(C)C2=C(O)COC2=O)cc1	7%
CCN1C(=O)N(COC(C)=O)C2C1N(COC(C)=O)C(=O)N2CC (stereo not drawn)	1%
O=C1NN(c2ccc(Cl)cc2)C(=O)/C1=C\c1ccc(-c2cccc(Br)c2)o1	28%
O=C(N/N=C/c1cc([N+](=O)[O-])ccc1Cl)c1cc2ccccc2o1	35%
CC1CCN(C2=NC(=O)/C(=C/c3ccc(O)cc3)S2)CC1	6%
Cc1cccnc1NC(=O)c1ccccc1NC(=O)c1ccccc1	7%
O=C(Nc1ccc(Cl)c(Cl)c1)ON=C(c1ccc(Cl)cc1)c1ccc(Cl)cc1	12%
Cc1cc(/C=C(/C#N)C(=O)Nc2ccc(Cl)cc2)c(C)n1-c1ccc2c(c1)OCO2	0%

Some of these compounds in order of count of non-hydrogen atoms, rising.
SMILES	RNase H inhibition
O=C(N/N=C/c1cc([N+](=O)[O-])ccc1Cl)c1cc2ccccc2o1	35%
O=C(Nc1ccc(Cl)c(Cl)c1)ON=C(c1ccc(Cl)cc1)c1ccc(Cl)cc1	12%
Cc1cc(/C=C(/C#N)C(=O)Nc2ccc(Cl)cc2)c(C)n1-c1ccc2c(c1)OCO2	0%

Bioassay records deposited in PubChem by MTDP.
